LYP inhibition: PTPN22 lymphoid phosphatase activity blockers – biochemical, fluorescence intensity, uHTS (AID 1779); recombinant LYP phosphatase, fluorescence intensity; higher % means a stronger effect; 290,000 tested, 0.054% active; inhibition, % at 11.5 µM; hits with a dose series show IC50 in µM; in the data active = inhibition above about 50%;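 note: plate controls were vehicle with enzyme for no effect and no enzyme for full effect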
GPR35 antagonists: GPR35 antagonists blocking zaprinast-driven arrestin recruitment, primary screen, imaging, U2OS, beta-arrestin-GFP, zaprinast agonist (AID 2058) | U2OS GPR35 beta-arrestin-GFP translocation imaging, zaprinast antagonism; higher % means a stronger effect | one-dose inhibition, % at 10 µM; IC50 in µM for titrated hits | 290,000 tested, 0.052% active;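 active = inhibition of at least 50% with at least 30 cells and total cytoplasm GFP at most 10,000,000; inconclusive = under 30 cells or total GFP of 10,000,000 plus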
NS5 inhibitors: Dengue-2 NS5 methyltransferase inhibitors, primary screen, biochemical, confirmation dose response (AID 588689). Dengue-2 NS5 methyltransferase capping enzyme assay, biochemical; higher % means a stronger effect. inhibition, % at 25 µM; hits with a dose series show IC50 in µM. 340,000 tested, 0.3% active; in the data active = a potency from the dose series; inconclusive = inhibition above about 29% without an active follow-up result
AID2073: inhibitors of Mint1-CaV2.2 protein interaction, biochemical, HTRF (AID 2073) | HTRF protein-protein interaction, Mint1-CaV2.2; higher % means a stronger effect | inhibition, % at 20 µM; hits with a dose series show IC50 in µM | 290,000 tested, 0.19% active; in the data active = inhibition mostly above about 51%, no sharp cut-off; inconclusive = no clear call, values can overlap the other calls; inactive = mostly below about 53%; note: some results filed as inactive read as strong as hits
UTI89 phage lysis: inhibition of K1F phage lysis, E. coli UTI89, bacterial capsule biogenesis inhibitors, alamar blue (AID 488966). inhibition, % at 100 µM, or IC50 in µM where a hit was titrated. E. coli UTI89 K1F phage lysis, alamar blue, 2 h; higher % means a stronger effect. 340,000 tested, 0.02% active;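 active = phage lysis inhibition, versus mean bacterial control, above a set limit; inconclusive = no clear call, values can overlap the other calls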;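 note: capsule biogenesis inhibitors block K1F phage lysis so surviving cells raise fluorescence; higher fluorescence means more inhibition of phage lysis; actives were called in the ten point dose series up to 300 µM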
Autophagy mod: modulators of autophagy | MEF GFP-LC3 puncta imaging; test concentration mostly 10 µM | calls only at 10 µM (by protocol) | 190,000 tested, 0.98% active | AID 463193;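 active = percentage of spot-positive cells more than 3 SD above its plate mean, without a fluorescence outlier flag or 80% toxicity; inconclusive = no clear call, values can overlap the other calls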;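 note: spot-positive cell cutoff set from DMSO-treated cells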
WT yeast gro inh: growth inhibition of WT yeast, mitochondrial fusion screen | mitochondrial fusion phenotypic screen, WT strain | inhibition, % at 10 µM | 190,000 tested, 2.1% active | AID 1362; in the data active = inhibition above about 58%; tested in S. cerevisiae
RSV antiviral HEp-2: RSV antiviral activity via CPE protection, HEp-2 cells, primary 10 µM value included (AID 2391). HEp-2 cells, RSV-induced CPE inhibition; higher % means a stronger effect. one-dose CPE inhibition, % at 10 µM; IC50 in µM for titrated hits. 310,000 tested, 0.13% active; in the data active = a potency from the dose series; inconclusive = CPE inhibition mostly from about 23% at the one dose, without a potency; inactive = the rest, 99 in 100 with CPE inhibition below about 21%; note: strong numbers were not always called active
NTR1 ag: agonists of NTR1, primary screen, imaging, U2OS cells, beta-arrestin-GFP, high content (AID 493036); NTR1-U2OS beta-arrestin-GFP spot imaging, agonist mode; 330,000 tested, 0.17% active; activation, % at 20 µM;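 active = activation at or above 40% of the spot to cytoplasm intensity ratio, with at least 20 cells analyzed; inconclusive = wells under 20 cells, flagged as cytotoxic or low count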;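 note: 0% = DMSO without peptide and 100% = 100 nM NTR1 peptide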
Target sequence (P30989 whole entry, looked up): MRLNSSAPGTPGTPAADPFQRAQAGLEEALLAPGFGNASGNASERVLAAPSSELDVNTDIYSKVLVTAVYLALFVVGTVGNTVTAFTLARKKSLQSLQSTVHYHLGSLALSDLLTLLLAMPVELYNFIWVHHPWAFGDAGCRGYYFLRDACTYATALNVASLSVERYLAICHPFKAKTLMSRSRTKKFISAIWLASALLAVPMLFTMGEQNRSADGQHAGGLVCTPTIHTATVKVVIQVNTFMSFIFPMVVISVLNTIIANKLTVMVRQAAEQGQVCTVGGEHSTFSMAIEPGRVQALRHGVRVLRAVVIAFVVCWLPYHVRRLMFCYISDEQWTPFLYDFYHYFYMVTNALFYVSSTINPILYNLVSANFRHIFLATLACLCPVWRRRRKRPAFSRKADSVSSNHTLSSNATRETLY
WT yeast gro inh mutant strain: recorded beside WT yeast gro inh, whose call it bears; inhibition, %; mitochondrial fusion phenotypic screen, mutant strain inhibition
Autophagy mod cell loss 18 h: second read-out of Autophagy mod, no call of its own (marks repeat the call); toxicity, %; measured here: cell loss, nuclei count;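 cell loss after 18 h compound exposure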
NTR1 ag cell count 20 µM: also measured in NTR1 ag; calls as there; cell count; measured here: cell count, cytotoxicity flag
* = called active by the depositor; i = inactive; ? = inconclusive; · = no result given; + = active, no number; [ ] = remark or other dose.

Below each compound: LYP inhibition, GPR35 antagonists, NS5 inhibitors, AID2073, UTI89 phage lysis, Autophagy mod, Autophagy mod cell loss 18 h, WT yeast gro inh, WT yeast gro inh mutant strain, RSV antiviral HEp-2, NTR1 ag, NTR1 ag cell count 20 µM
(1) NC(=O)c1ccc(SCC(=O)OCC(=O)NCc2cccs2)c([N+](=O)[O-])c1
 : ·, ·, -1%, ·, 1.7%[50 µM], ·, ·, ·, ·, 0.9%, 2.0, 48
(2) CC1CCC/C(=N/NC(=O)c2ccccc2-n2cccc2)C1 (centres undefined)
 : -4%, 11%, -6%, 1%, 6.1%, i, 2, -3, -17, 0.4%, 1.6, 53
(3) O=C(NCCC1CCCCN1S(=O)(=O)c1ccc(F)cc1)C(=O)NCCN1CCOCC1 (centres undefined)
 : ·, ·, -3%, ·, -1.3%, ·, ·, ·, ·, -0.3%, -0.5, 65
(4) O=C(O)CCCN=CC1=C(O)CNC1=O
 : -4%, 8%, -1%, 17%, 1.6%, i, -16, -18, -6, -1.9%, 2.2, 31
(5) CCn1c(C)c(CS(=O)(=O)c2ccccc2)[nH]c1=O
 : -5%, 10%, -24%, 74%*, -3.1%, i, -4, -15, -20, 1.7%, -0.8, 45
(6) Cc1ccc(Sc2ccc(C(=O)NC(C)C)cc2[N+](=O)[O-])cc1
 : -8%, 16%, -3%, 0%, 0.4%, i, 16, 0, -11, 3.0%, 1.5, 49
(7) O=C(Nc1ccccc1F)c1ccc2c(c1)CCN2S(=O)(=O)c1ccccc1
 : -5%, -7%, -5%, 3%, 0.7%, ·, ·, ·, ·, ?, 0.7, 62
(8) COc1ccccc1NS(=O)(=O)c1ccc(C(=O)NCC2(N(C)C)CCCCC2)cc1
 : ·, ·, 0%, ·, -1.1%, ·, ·, ·, ·, -1.6%, 0.8, 57
(9) CCOC(=O)C1(CCOc2ccccc2)CCN(Cc2cccc(OC)c2OC)CC1
 : -3%, -7%, -7%, 11%, 2.5%, ·, ·, ·, ·, 8.7%, 1.6, 65
(10) C=CCN=C1SCC(=O)N1S(=O)(=O)c1ccc(C)cc1
 : -1%, 12%, 2%, -6%, 0.4%, i, -3, -10, 2, 1.7%, 0.6, 92
(11) CN1C(=CC=C2C=C(I)C(=O)C(I)=C2)C(C)(C)c2ccccc21
 : 4%, -5%, 8%, 17%, 0.1%, ·, ·, ·, ·, ·, ·, ·
(12) COc1ccc(C2=NOC(C(=O)Nc3c(C)n(C)n(-c4ccccc4)c3=O)C2)cc1 (centres undefined)
 : -3%, 16%, -1%, -5%, -0.6%, i, 0, -4, -9, 0.7%, -1.3, 80
(13) Cc1cc(F)ccc1S(=O)(=O)Nc1ccc(O)c(Sc2ncn[nH]2)c1
 : -1%, -4%, -2%, -16%, -0.8%, ·, ·, ·, ·, 0.5%, 0.8, 58
(14) CC1=CC(c2ccc(Cl)cc2)n2ncnc2N1 (centres undefined)
 : ·, ·, -8%, ·, 0.7%, ·, ·, ·, ·, 2.5%, 11, 40
(15) Cc1nn(C)cc1/C=N/NC(=O)C(C)(C)Oc1ccc(Cl)cc1
 : 1%, -2%, -2%, 0%, -0.8%, i, 2, 0, 3, 1.2%, -2.1, 81
(16) O=C(COC(=O)CNC(=O)c1ccc(Cl)cc1)Nc1ccc2c(c1)OCCO2
 : 22%, ·, 1%, 0%, 0.0%[50 µM], i, -21, 5, -18, 1.2%, 0.5, 65
(17) Cc1cc(C)nc(NC(=O)CSc2ccccn2)n1
 : -8%, -14%, -1%, 1%, 0.6%, i, 1, 1, -4, -1.0%, 0.0, 89
(18) COC(=O)c1sccc1NC(=S)Nc1cc(OC)ccc1OC
 : 0%, -3%, 7%, 24%, 0.0%, i, 5, 25, 11, -1.4%, 0.8, 65
(19) CCc1oc(C(=O)O)cc1CN(CC)CC
 : -1%, -4%, -5%, 0%, 0.3%, i, 7, -4, 4, -0.2%, -1.4, 55
(20) Cc1cc(/C=C(/C#N)C(=O)Nc2ccccc2)c(C)n1-c1cccnc1
 : -7%, 7%, -1%, -1%, 1.8%, i, 3, -19, -3, 1.7%, 1.5, 43
(21) Cc1cc(C)nc(N2CCN(C(=O)CCC(=O)Nc3nnc(CC(C)C)s3)CC2)n1
 : -8%, -1%, -2%, -61%, 2.6%, ·, ·, ·, ·, -0.7%, 0.7, 58
(22) NS(=O)(=O)c1cccc(NC(=O)CCCNC(=O)c2ccc(Cl)cc2)c1
 : -8%, 8%, -4%, 4%, 0.2%, ·, ·, ·, ·, 0.9%, 1.3, 62
(23) CC(C)CNc1c(N)c(=O)oc2ccccc12
 : -5%, -11%, 1%, 2%, 1.9%, i, -12, 9, 17, 0.4%, 3.0, 51
(24) O=C(c1ccccc1)c1ccc(OCC(=O)N2CCOCC2)cc1
 : -2%, 12%, -7%, 19%, -0.5%, i, 9, -25, 0, 0.0%, -0.9, 28
(25) O=C(CN1C(=O)/C(=C/c2ccco2)SC1=S)Nc1ccc(O)c(C(=O)O)c1
 : -12%, -1%, >100µM*, 4%, 0.3%, ·, ·, ·, ·, 3.2%, -0.9, 58
(26) Cc1ccc(C)c(NC(=O)C2CCCN(S(=O)(=O)c3ccc4[nH]c(=O)ccc4c3)C2)c1 (centres undefined)
 : -6%, 0%, 1%, 9%, -0.2%, ·, ·, ·, ·, -0.5%, 1.3, 52
(27) Cc1cccc(N2CCN(C(=O)N3CCOCC3)CC2)c1C
 : -8%, -3%, 4%, 8%, 4.7%, i, 6, -8, 1, 0.8%, 0.1, 30
(28) O=C(NCc1cc(F)ccc1F)C1CCC(=O)N(C2CCCCCC2)C1 (centres undefined)
 : -11%, -11%, -7%, -4%, 0.1%, ·, ·, ·, ·, 0.1%, 0.8, 61
(29) CCC(C)COC(c1ccccc1)(c1ccccc1)C(Oc1nc(C)cc(C)n1)C(=O)O (centres undefined)
 : -2%, 0%, 12%, ?, -0.2%, ·, ·, ·, ·, 4.3%, 0.9, 57
(30) CCCc1[nH]nc2c1C(c1ccc(OC(=O)N3CCOCC3)c(OC)c1)C(C#N)=C(N)O2 (centres undefined)
 : -2%, 6%, -4%, 1%, 0.3%, i, -6, 19, 31, 0.0%, 3.1, 61
(31) CCOc1ccccc1-n1c(SCC(N)=O)nc2ccccc2c1=O
 : -2%, -4%, 6%, -2%, 1.1%, i, 0, -3, -3, ·, 0.5, 63
(32) O=C(c1ccc(Cl)c(S(=O)(=O)NCc2ccccc2)c1)N1CCN(c2ccccn2)CC1
 : 1%, 8%, -4%, 19%, 3.5%, i, -21, -11, 9, 3.1%, -2.0, 53
(33) COc1cc(C(=O)NCCN2CCCC2)cc(OC)c1OC
 : -3%, -5%, -3%, 11%, 0.1%, +, 14*, -9, 1, 1.6%, 0.7, 51
(34) CCOC(=O)C(C)Sc1nnc(NC(=O)c2cccc([N+](=O)[O-])c2C)s1 (centres undefined)
 : -4%, 12%, -1%, 8%, 4.7%, i, 15, 3, 11, 2.8%, -2.1, 62
(35) N/C(Cc1ccc(Cl)cc1Cl)=N\OC(=O)c1ccccc1
 : -6%, -14%, -6%, 16%, 0.0%, i, 3, 74, 78, 0.2%, 1.5, 57
(36) CN1C(=O)CSc2ccc(NC(=O)NCc3ccc(F)cc3)cc21
 : 6%, 1%, -11%, 19%, -0.3%, i, 7, -8, -14, 3.9%, 1.4, 81
(37) CCOCCCN(C(=O)Cn1nnc(-c2ccc(OC)c(OC)c2)n1)C(CC)C(=O)NC1CCCC1 (centres undefined)
 : -3%, -13%, 1%, 1%, 0.1%, i, 4, 10, 7, -1.6%, 0.2, 47
(38) COc1cccc(-c2nnc(-c3ccccc3[N+](=O)[O-])o2)c1
 : -5%, -4%, ·, 10%, ·, ·, ·, ·, ·, 1.9%, 0.8, 56
(39) COc1cc(F)c(C(=O)NC(C)(C)CO)cc1OC
 : ·, ·, 1%, ·, 1.0%, ·, ·, ·, ·, -1.1%, -0.2, 88
(40) Cn1c(SCC(=O)c2ccc(F)cc2)nnc1-c1cccnc1
 : -4%, -7%, -9%, -6%, -0.1%, i, 12, -2, 7, -0.2%, 0.8, 89

Sorted by length of the SMILES (ascending): part of the list above.
Below each compound: LYP inhibition, GPR35 antagonists, NS5 inhibitors, AID2073, UTI89 phage lysis, Autophagy mod, Autophagy mod cell loss 18 h, WT yeast gro inh, WT yeast gro inh mutant strain, RSV antiviral HEp-2, NTR1 ag, NTR1 ag cell count 20 µM
(39) COc1cc(F)c(C(=O)NC(C)(C)CO)cc1OC
 : ·, ·, 1%, ·, 1.0%, ·, ·, ·, ·, -1.1%, -0.2, 88
(33) COc1cc(C(=O)NCCN2CCCC2)cc(OC)c1OC
 : -3%, -5%, -3%, 11%, 0.1%, +, 14*, -9, 1, 1.6%, 0.7, 51
(27) Cc1cccc(N2CCN(C(=O)N3CCOCC3)CC2)c1C
 : -8%, -3%, 4%, 8%, 4.7%, i, 6, -8, 1, 0.8%, 0.1, 30
(40) Cn1c(SCC(=O)c2ccc(F)cc2)nnc1-c1cccnc1
 : -4%, -7%, -9%, -6%, -0.1%, i, 12, -2, 7, -0.2%, 0.8, 89
(31) CCOc1ccccc1-n1c(SCC(N)=O)nc2ccccc2c1=O
 : -2%, -4%, 6%, -2%, 1.1%, i, 0, -3, -3, ·, 0.5, 63
(28) O=C(NCc1cc(F)ccc1F)C1CCC(=O)N(C2CCCCCC2)C1 (centres undefined)
 : -11%, -11%, -7%, -4%, 0.1%, ·, ·, ·, ·, 0.1%, 0.8, 61
(38) COc1cccc(-c2nnc(-c3ccccc3[N+](=O)[O-])o2)c1
 : -5%, -4%, ·, 10%, ·, ·, ·, ·, ·, 1.9%, 0.8, 56
(34) CCOC(=O)C(C)Sc1nnc(NC(=O)c2cccc([N+](=O)[O-])c2C)s1 (centres undefined)
 : -4%, 12%, -1%, 8%, 4.7%, i, 15, 3, 11, 2.8%, -2.1, 62
(29) CCC(C)COC(c1ccccc1)(c1ccccc1)C(Oc1nc(C)cc(C)n1)C(=O)O (centres undefined)
 : -2%, 0%, 12%, ?, -0.2%, ·, ·, ·, ·, 4.3%, 0.9, 57
(32) O=C(c1ccc(Cl)c(S(=O)(=O)NCc2ccccc2)c1)N1CCN(c2ccccn2)CC1
 : 1%, 8%, -4%, 19%, 3.5%, i, -21, -11, 9, 3.1%, -2.0, 53
(30) CCCc1[nH]nc2c1C(c1ccc(OC(=O)N3CCOCC3)c(OC)c1)C(C#N)=C(N)O2 (centres undefined)
 : -2%, 6%, -4%, 1%, 0.3%, i, -6, 19, 31, 0.0%, 3.1, 61
(37) CCOCCCN(C(=O)Cn1nnc(-c2ccc(OC)c(OC)c2)n1)C(CC)C(=O)NC1CCCC1 (centres undefined)
 : -3%, -13%, 1%, 1%, 0.1%, i, 4, 10, 7, -1.6%, 0.2, 47

Assay outcomes from PubChem BioAssay.
